# Bioassay records from PubChem.
# MBNL1 CUG block – inhibitors of human MBNL1 binding to CUG repeat RNA; Q9NR56; AID 2675; Potency, µM (doses to about 57.5 µM), for the others: at the highest dose activity change, negative = inhibition, usual class: inhibitors; TR-FRET MBNL1-His/biotin-(CUG)12 binding, 665/545 ratio; 280,000 tested, 0.036% active; active means well fitted inhibition curve with a large enough effect in the signal ratio, with a control signal flat, not every such curve was filed as active; inconclusive means small, poorly fitted or top-dose-only effect, or effect the other way, or a change in a side signal; inactive means no such curve, though single readings can be large or run the other way; the % refers to the signal ratio; further: potency means the concentration at half of the fitted maximal effect; on the % scale 0 is the no-effect control and ±100 the full control effect
#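 Compound titration spanned 92 nM–58 uM against the MBNL1-His/biotin-(CUG)12 complex. After 60 min at room temperature with 5 nM streptavidin-XL665 and 0.055 ng/ul terbium anti-His, ratiometric 665/545 nm emission (Ex 340 nm) normalized to controls.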
# USP2a block – inhibitors of human ubiquitin-specific protease USP2a | USP2 core, Ub-CHOP2 coupled fluorogenic reporter, 485/531 | 330,000 tested, 0.01% active | Potency, µM (series often up to 38.3 µM), for the others: at the highest dose activity change, negative = inhibition, usual class: inhibitors | AID 463254 | O75604;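 further: potency means the concentration at half of the fitted maximal effect; plate controls were DMSO wells for no effect and full inhibition by NEM control for full effect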
#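 Cell-free coupled assay: 10nM USP2 core preincubated 30min RT with compound in Tris-HCl pH 8.0/CaCl2/CHAPS buffer, then 25nM Ub-CHOP2 and 25nM reporter substrate; fluorescence (Ex 485/Em 531) read after 60min RT, normalized to NEM inhibition, concentration-response curves fitted.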
# GALK inh – blocks human galactokinase activity. Potency, µM (highest dose often 57.5 µM), for the others: at the highest dose activity change, negative = inhibition, hits mostly inhibitors. AID 1868. 270,000 tested, 0.007% active. Purified GALK, Kinase-Glo residual ATP luminescence; further: potency means the concentration at half of the fitted maximal effect; on the % scale 0 is the no-effect control and ±100 the full control effect
#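 Compounds were pin-transferred into ATP buffer (35 uM final), then GALK plus galactose (5 nM, 100 uM final) was added. After 1 h at room temperature, Kinase-Glo Plus was added and luminescence read after 10 min.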
# Chronic BCR inh – inhibitors of chronic active B-cell receptor signaling; 340,000 tested, 0.05% active; AID 493014; ABC-DLBCL IkBa-CBG/CBR reporter, luminescence ratio, 4 h; Potency, µM (highest dose often 46.1 µM), inactives show at the top dose ratio change, negative = lower green/red ratio, actives largely listed as inhibitors; active means well fitted inhibition curve with a large enough effect in the signal ratio, with a control signal flat, not every such curve was filed as active; inconclusive means small, poorly fitted or top-dose-only effect, or effect the other way, or a change in a side signal; the % refers to the signal ratio;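 further: potency means the concentration at half of the fitted maximal effect; plate controls were basal doxycycline-induced cells for no effect and cells given 10 µM MG132 for full effect; MG132 reads +100%, hits lower the ratio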
#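 TMD8 human ABC-DLBCL cells with doxycycline-inducible IκBα–green luciferase fusion and unfused red luciferase, in 0.5% FBS medium; compounds up to 46 uM, 4 h at 37C. Green/red luminescence ratio, filter-overlap corrected, fitted to concentration-response curves.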
# Eya2 phos inh – inhibitors of human Eya2 phosphatase activity | recombinant Eya2, OMFP fluorescence dephosphorylation (OMFP is methylfluorescein phosphate) | Potency, µM (series often up to 76.9 µM), for the others: top-dose activity, negative = inhibition, actives largely listed as inhibitors | 330,000 tested, 0.006% active; further: potency means the concentration at half of the fitted maximal effect; on the % scale 0 is the no-effect control and ±100 the full control effect
#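 Eya2 protein (added as 0.2 uM solution) was preincubated with compound for 10 min at ambient temperature in 50 mM HEPES pH 7.5, 50 mM NaCl, 5 uM MgCl2, 0.05% BSA, 1 mM DTT. OMFP (added at 50 uM) then reacted 10 min; fluorescence read at 485/525 nm.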
# Menin MLL FP TR – displaces Texas Red mutant MLL peptide from human menin; O00255; Menin + Texas Red MLL mutant peptide, fluorescence polarization; Potency, µM (doses to about 61.6 µM), without a hit: top-dose FP activity change, negative = inhibition, actives largely listed as inhibitors; 270,000 tested, 0.23% active; active means well fitted inhibition curve with a large enough effect in the polarisation, with a control signal flat, not every such curve was filed as active; inconclusive means small, poorly fitted or top-dose-only effect, or effect the other way, or a change in a side signal; inactive means no such curve, though single readings can be large or run the other way; the % refers to the polarisation; further: potency means the concentration at half of the fitted maximal effect; % of control where 0% means no effect; many of its hits are not listed in these tables
# Mito fusion act – inhibitors of mitochondrial division or activators of mitochondrial fusion | S. cerevisiae fusion-defective mutant growth rescue, CellTiterGlo 48 h | Potency, µM (titrated, usually from 46.1 µM), for the others: at the top dose growth rescue (activation), hits mostly activators | AID 485298 | 320,000 tested, 0.23% active;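 further: potency means the concentration at half of the fitted maximal effect; % of control where 0% means no effect; nearly all actives have a fitted effect of over 45% in size; temperature-sensitive fusion mutants such as fzo1-1 at 37 °C on non-fermentable ethanol glycerol medium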
#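 S. cerevisiae fusion-defective temperature-sensitive mutants (e.g. fzo1-1, mgm1-5) grown 48 h at 37C in YPEG (ethanol/glycerol non-fermentable) medium with 23 nl compound per well; growth rescue read as CellTiterGlo luminescence.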
# TSHR antagonist – blocks TSH signaling through the human TSH receptor; TSHR-expressing cells, TSH-stimulated cAMP HTRF, 2 h; hits give low values; activity change, negative = inhibition, % at 11.5 µM; 330,000 tested, 0.2% active;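 active means activity change below a set negative limit, meaning inhibition stronger than a set level, cut at about -70% in these data; inconclusive means activity change between two set negative limits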; further: on the % scale 0 is the no-effect control and ±100 the full control effect
#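 Competitive HTRF cAMP read-out (cryptate anti-cAMP antibody, cAMP-d2; 30 min, room temperature) in freshly harvested TSHR cells. Compounds added before TSH at EC80 (4nM final), followed by 2 hours' incubation at 37 deg C.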
# KCNH2 WT inh – blocks the wildtype human KCNH2 potassium channel; U2OS, BacMam KCNH2, thallium flux FluxOr; hits give low values; 340,000 tested, 0.37% active; activity change, % at 1.84 µM; AID 720551; Q12809;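 active means maximum activity change below -70%; inconclusive means maximum activity change between -70% and -50%; inactive means maximum activity change above -50%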; further: on the % scale 0 is the no-effect control and ±100 the full control effect
# Target sequence (Q12809 whole entry, looked up): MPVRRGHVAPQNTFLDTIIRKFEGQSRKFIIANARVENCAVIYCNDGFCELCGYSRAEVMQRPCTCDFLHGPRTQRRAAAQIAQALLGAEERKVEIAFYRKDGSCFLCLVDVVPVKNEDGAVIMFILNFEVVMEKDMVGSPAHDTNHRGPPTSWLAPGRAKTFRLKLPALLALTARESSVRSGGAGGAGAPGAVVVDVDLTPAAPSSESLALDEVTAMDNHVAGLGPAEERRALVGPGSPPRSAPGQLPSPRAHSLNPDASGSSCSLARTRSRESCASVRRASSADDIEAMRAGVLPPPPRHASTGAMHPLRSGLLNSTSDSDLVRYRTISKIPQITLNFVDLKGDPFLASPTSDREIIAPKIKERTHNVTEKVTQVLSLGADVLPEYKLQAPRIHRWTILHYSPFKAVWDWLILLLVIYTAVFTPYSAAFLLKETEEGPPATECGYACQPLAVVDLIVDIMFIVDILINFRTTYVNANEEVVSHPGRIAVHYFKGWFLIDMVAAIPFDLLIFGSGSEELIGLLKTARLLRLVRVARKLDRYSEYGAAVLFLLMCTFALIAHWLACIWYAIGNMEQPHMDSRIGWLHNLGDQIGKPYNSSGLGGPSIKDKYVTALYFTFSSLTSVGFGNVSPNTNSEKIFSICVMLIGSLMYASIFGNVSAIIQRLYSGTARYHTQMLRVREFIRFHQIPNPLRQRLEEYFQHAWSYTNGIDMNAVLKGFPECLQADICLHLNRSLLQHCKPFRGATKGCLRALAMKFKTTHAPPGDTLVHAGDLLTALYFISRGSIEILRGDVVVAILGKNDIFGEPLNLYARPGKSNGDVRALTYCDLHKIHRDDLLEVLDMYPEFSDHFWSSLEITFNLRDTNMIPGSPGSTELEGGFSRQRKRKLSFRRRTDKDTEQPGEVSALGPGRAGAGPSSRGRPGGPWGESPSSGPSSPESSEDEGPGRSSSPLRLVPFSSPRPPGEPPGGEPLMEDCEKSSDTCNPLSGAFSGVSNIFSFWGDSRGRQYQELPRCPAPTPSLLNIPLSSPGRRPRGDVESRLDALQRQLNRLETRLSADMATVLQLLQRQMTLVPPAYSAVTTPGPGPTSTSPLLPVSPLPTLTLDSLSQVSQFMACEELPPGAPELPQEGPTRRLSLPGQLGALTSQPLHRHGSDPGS
#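 U2OS cells transduced with wild-type KCNH2 virus are loaded with FluxOr dye for 45 min, and thallium flux is measured in kinetic reads before and after stimulation buffer. Rate constants are normalized to DMSO controls.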
# ASM inhibitor – inhibitors of human secretory acid sphingomyelinase. P17405. placental ASM, HMU-PC fluorogenic substrate, 60 min. Potency, µM (doses to about 57.5 µM), without a hit: top-dose activity change, negative = inhibition, hits mostly inhibitors. 340,000 tested, 0.006% active; further: potency means the concentration at half of the fitted maximal effect
#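 Steps: dispense placental human ASM, pin compound, wait 10 min at room temperature, add HMU-PC0 substrate at 9 uM final, incubate 60 min at 37 °C, add stop solution raising pH to 10, read fluorescence.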
# PKM2 activator – PKM2 (human) enzyme activation; Potency, µM (titrated, usually from 57.5 µM), for inactives: top-dose activation, most hits filed as activators; P14618; 260,000 tested, 0.34% active; purified PKM2, Kinase-Glo ATP luminescence, activation; response scale: 0% is enzyme alone, no compound; further: potency means the concentration at half of the fitted maximal effect; on the % scale 0 is the no-effect control and ±100 the full control effect; nearly all actives have a fitted effect of over 55% in size
#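 Purified hPK-M2 (>95%) run at intermediate activity with 0.1 mM ADP and 0.5 mM PEP in 50 mM imidazole pH 7.2, KCl, MgCl2; 1 h room temperature. ATP formed read by Kinase-Glo luminescence; normalized to uninhibited and no-enzyme controls.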
# The depositor's hits bear a star; ? = inconclusive; · = no result given; [ ] = another dose, or the depositor's remark. Unless noted, the call rests on the fitted dose curve; in most records, active means well fitted curve in the direction sought with a large enough effect; inconclusive means small, poorly fitted or top-dose-only effect, or another doubt; inactive means no such curve, though single readings can be large; an effect the other way counts as inactive or inconclusive. An excerpt; rates above refer to the full screens.
SMILES,MBNL1 CUG block,USP2a block,GALK inh,Chronic BCR inh,Eya2 phos inh,Menin MLL FP TR,Mito fusion act,TSHR antagonist,KCNH2 WT inh,ASM inhibitor,PKM2 activator
Cc1cc(C)n(/N=C/c2cccc(O)c2)c(=O)c1C(N)=O,-6%,1%,-5%,-3%,-15%,9%,-1%,-2,-6,2%,0%
COc1ccc(OC)c(NS(=O)(=O)c2cccs2)c1,1%,-1%,-1%,-26%,6%,16%,-20%,-4,4,1%,0%
CCCOc1ccc(C(CC(=O)O)NC(=O)C23CC4CC(CC(C4)C2)C3)cc1 (stereo not drawn),0%,4%,3%,13%,15%,2%,-4%,-8,-17,0%,6%
Cc1ccc2c(c1)Sc1ccccc1CC2=O,37%[activator],-1%,0%,-1%,6%,?,-7%,34,-14,-3%,0%
CC(C)(C)c1ccc(C(=O)NNc2cc(Cl)cc(Cl)c2)cc1,·,3%,-2%,9%,3%,·,-4%,-18,1,2%,2%
CC(C)(C)C1CCc2onc(C(=O)Nc3ccc(F)cc3F)c2C1 (stereo not drawn),-6%,-1%,-5%,0%,-3%,-14%,6%,-4,8,-3%,-9%
CC(C(=O)NCc1cccc(Cl)c1)N1C(=O)c2ccccc2C1=O (stereo not drawn),2%,1%,13%,-5%,2%,13%,11%,-3,-10,0%,-3%
COC(=O)CN(c1ccc(C)c(Cl)c1)S(C)(=O)=O,-3%,-2%,0%,-17%,2%,-4%,-1%,7,6,-2%,-1%
COc1ccc(NC(=O)CCNS(=O)(=O)c2cccc3nonc23)c(OC)c1,?,-5%,1%,0%,-13%,4%,-11%,7,-10,-7%,-3%
O=C(O)c1cccc2c1C(=O)N(C1CCCCC1)C2,7%,2%,2%,18%,-6%,12%,1%,0,2,6%,-1%
O=C(NCCN1CCN(c2cccc(Cl)c2)CC1)c1ccc(CSc2nc3ccncc3[nH]2)cc1,-10%,-2%,0%,?,4%,?,-3%,-11,11,2%,0%
CCCN1CCN(CCCNC(=O)c2ccc3c(Cl)c4c(nc3c2)CCCC4)CC1,?,1%,-5%,?,-9%,?,-6%,10,-2,-4%,·
O=C(CCNC(=O)c1ccc([N+](=O)[O-])cc1)NCCCN1CCCC1=O,?,1%,-3%,0%,-2%,·,-1%,-4,1,-2%,-3%
Cc1cccc(NC(=O)CN(C2=NC3CS(=O)(=O)CC3S2)c2ccccc2F)c1 (stereo not drawn),-11%,0%,·,?,?,-1%,3%,1,1,0%,0%
O=C(c1cnn2ccccc12)N1CCc2ccccc21,-3%,0%,3%,?,6%,-9%,2%,-3,-6,-2%,-18%
O=C(NC1=NCCS1)c1cc(-c2cccc(Br)c2)nc2ccccc12,-7%,-2%,2%,6%,5%,?,23%,-14,-7,-4%,0%
O=C1C(Cc2ccccc2)Nc2ncnc(N3CCOCC3)c2N1Cc1ccc(Cl)cc1 (stereo not drawn),·,-2%,·,-2%,1%,·,5%,2,-9,2%,·
Cc1csc(SC(C)C(=O)NCC2CCCCC2)n1 (stereo not drawn),-13%,0%,11%,3%,7%,-28%,4%,-2,-12,5%,-5%
CN(C)c1ccc(NC(=O)CN2CCN(CC(=O)Nc3ccc(F)cc3)CC2)cc1,-8%,-2%,0%,1%,-2%,-19%,-4%,0,11,-1%,2%
O=C(CSc1n[nH]c(-c2cccnc2)n1)Nc1ccnc2ccccc12,-11%,1%,5%,-1%,-9%,0%,2%,-2,0,3%,-1%
CCOC(=O)CSc1nnc(C2CCCCC2)n1C,-9%,-1%,-1%,1%,13%,-8%,-1%,7,4,4%,0%
CC(=O)N1CC=C2C(C#N)=C(N)C(C#N)(C#N)C(C)C2C1 (stereo not drawn),18%,1%,1%,0%,-1%,-12%,-1%,-1,-10,47%[activator],-1%
CCOC(=O)C1(Cc2ccc(Cl)cc2)CCN(CCCn2cccn2)CC1,-5%,1%,-1%,?,0%,15%,8%,-30,-45,2%,-1%
CC(C)C(=O)Nc1cccc(-c2cn3ccsc3n2)c1,3%,1%,1%,-2%,3%,-24%,-6%,-5,12,1%,3%
OC1CCCN(Cc2c3ccccc3cc3ccccc23)C1 (stereo not drawn),8%,-2%,4%,?,-6%,-5%,-4%,-9,-5,19%,8%
COc1cnc(-c2ccccn2)nc1Sc1ccccc1Cl,4%,-1%,-1%,-16%,-11%,7%,-4%,38,-6,-4%,1%
CC1CCCCN1C(=O)CSc1nnc(-c2ccco2)n1C (stereo not drawn),-15%,-5%,-1%,2%,7%,·,-7%,20,-5,-4%,·
CCOC(=O)c1c(NC(=O)C[n+]2ccc(Cc3ccccc3)cc2)sc(C)c1C,?,0%,9%,?,-6%,?,8%,6,2,?,·
O=C(c1ccc2ccccc2c1)c1c[nH]cc1-c1ccccc1,2%,1%,2%,?,-1%,?,16%,-8,0,-3%,-3%
CCc1ccc(OCCCC(=O)Nc2ccc(N3CCCCC3)cc2)cc1,-1%,-1%,-2%,1%,6%,?,0%,3,-2,3%,0%
COc1ccc2[nH]c3c(c2c1)CCN1C(=O)C(CC(=O)NCCCn2ccnc2)C[C@H](C(=O)N2CCCCC2)[C@@]31C (stereo partly drawn),·,2%,·,?,4%,·,·,-4,4,6%,·
CN(C)S(=O)(=O)c1cccc(NC(=O)/C=C/c2ccc(S(=O)(=O)N3CCOCC3)cc2)c1,·,2%,·,0%,-3%,·,2%,-17,-2,-14%,·
CN1C(=O)C(CC(=O)Nc2ccc3c(c2)Cc2ccccc2-3)N(C)C1=O (stereo not drawn),-2%,-2%,-1%,-3%,-19%,35%[activator],-9%,-1,-2,2%,0%
COCCC(=O)N1CCC(Oc2ccc(C(=O)NCc3csc(C)n3)cc2)CC1,-10%,0%,-2%,3%,4%,-16%,-4%,-27,-1,3%,·
COC(=O)c1sc(-c2ccc(C(C)(C)C)cc2)cc1NC(=O)CSCC(=O)O,81%[activator],-12%,·,-4%,-4%,·,15%,-35,6,63%[activator],-5%
COc1ccc2cc(C(=O)C3CCCN(C(=O)c4cc(=O)n(C)c(=O)n4C)C3)ccc2c1 (stereo not drawn),22%,0%,4%,-9%,11%,?,1%,-2,-14,12%,-6%
CCN(C(=O)Cn1c(=O)n2nc(CCn3nc(C)cc3C)nc2c2ccccc21)c1cccc(C)c1,-12%,0%,0%,-2%,2%,?,-3%,2,5,-2%,2%
CCC1=NN2C(=N)/C(=C\c3cccn3-c3ccc(OC)cc3)C(=O)N=C2S1,?,3%,-1%,?,-2%,24%,-2%,2,-28,-19%,-7%
OCc1ccc2c(c1)c(-c1ccc3c(c1)OCCO3)c(-c1ccccc1)n2-c1ccccc1,·,0%,·,-2%,15%,·,?,57,-14,-2%,·
O=C(CN1CCN(S(=O)(=O)N2CCOCC2)CC1)Nc1ccc(Cl)c(Cl)c1,-6%,1%,-2%,-8%,-7%,8%,1%,6,-14,-2%,2%
COc1ccc(Nc2ccc(S(=O)(=O)N3CCCCC3)cc2[N+](=O)[O-])cc1OC,?,3%,2%,0%,2%,13%,12%,-16,1,-23%,0%
O=C(COC(=O)c1ccco1)Nc1ccccc1,14%,-2%,5%,-1%,13%,-3%,-6%,1,1,-1%,2%
Cc1ccc(-c2ccc(/C=C(\C#N)C(N)=S)o2)c([N+](=O)[O-])c1,?,2%,1%,?,4%,?,3%,-13,-3,-7%,-2%
O=C(CCNC(=O)c1ccc(Cl)cc1)Nc1ccc(F)cc1F,1%,0%,2%,2%,2%,4%,2%,6,-6,4%,-1%
CC(C)Oc1ccc(S(=O)(=O)N2CCOCC2)cc1NC(=O)C1COc2ccccc2O1 (stereo not drawn),·,3%,·,10%,7%,·,?,-7,-24,-18%,·
CN(C(=O)/C=C/c1ccco1)c1ccccc1C(=O)O,-2%,0%,7%,1%,15%,7%,?,-1,1,-3%,-1%
